DSG3 Ab inh = inhibitors of pemphigus antibody binding to DSG3, primary screen, biochemical, bead-based, flow cytometry, scFv-GFP; Desmoglein-3 (Homo sapiens), P32926; DSG3-coupled beads, scFv-anti-DSG3-GFP binding; hits give low values; binding (percent of control), % at 10 µM; 0.48% of 310,000 active; AID 588358, 2011;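 active = binding more than 3 SD below its plate's average and above zero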;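 note: hits lower antibody fragment binding to DSG3; some compounds called inactive have numbers as strong as hits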
V-ATPase pH = regulators of yeast V-ATPase proton pumping, primary screen, pHLuorin cytosolic pH fluorescence; S. cerevisiae; response, % at 10 µM; 0.37% of 350,000 active; AID 504577, 2011; in the data active = response mostly above about 7.3%, no sharp cut-off; inactive = mostly below about 5.4%; note: actives read high; inactives centre near 0; some compounds called inactive have numbers as strong as hits
CAL PDZ FP-1 = CAL PDZ peptide-binding inhibitors, primary screen, biochemical, fluorescence polarization, Cer-tagged CAL PDZ, HTS; purified CAL PDZ, TMR-peptide fluorescence polarization, 1 h; inhibition, % at 20 µM; 0.02% of 330,000 active; AID 504414, 2011;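 active = highest replicate inhibition of at least 40%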;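 note: plate controls were DMSO neutral control wells for no effect and unlabeled competitor peptide control wells for full effect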
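Control set: unlabelled peptide and DMSO controls / Material: purified CerCALP PDZ construct / Timing: 1 h incubation at room temperature before polarization reading / Doses: 20 µM, one dose / Detection: fluorescence polarization (mP)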
DAGLB inh = DAGLB lipase inhibitors, primary screen, biochemical, fluorescence, HTS. Diacylglycerol lipase-beta (Homo sapiens), Q8NCG7. HEK293T DAGLB membrane lysate, EnzChek fluorogenic substrate. inhibition, % at 5.17 µM. 0.059% of 340,000 active. AID 504411, 2011; in the data active = inhibition above about 34%;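 note: 0% = enzyme with vehicle and 100% = wells lacking enzyme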
Keap1 Nrf2 FP = Keap1-Nrf2 protein-protein interaction inhibitors, primary screen, biochemical, fluorescence polarization, single point; Kelch-like ECH-associated protein 1 (Homo sapiens), Q14145; Keap1 Kelch-Nrf2 peptide fluorescence polarization, 1536-well; inhibition, % at 9.4 µM; 0.15% of 340,000 active; AID 504523, 2011; in the data active = inhibition above about 12%;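 note: human Keap1 Kelch domain with fluorescein labeled Nrf2 9mer peptide probe; 0% = neutral control wells and 100% = peptide positive control; higher means more block of Keap1 binding to Nrf2 peptide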
Target sequence (Q14145 whole entry, looked up, the tested form may be a part): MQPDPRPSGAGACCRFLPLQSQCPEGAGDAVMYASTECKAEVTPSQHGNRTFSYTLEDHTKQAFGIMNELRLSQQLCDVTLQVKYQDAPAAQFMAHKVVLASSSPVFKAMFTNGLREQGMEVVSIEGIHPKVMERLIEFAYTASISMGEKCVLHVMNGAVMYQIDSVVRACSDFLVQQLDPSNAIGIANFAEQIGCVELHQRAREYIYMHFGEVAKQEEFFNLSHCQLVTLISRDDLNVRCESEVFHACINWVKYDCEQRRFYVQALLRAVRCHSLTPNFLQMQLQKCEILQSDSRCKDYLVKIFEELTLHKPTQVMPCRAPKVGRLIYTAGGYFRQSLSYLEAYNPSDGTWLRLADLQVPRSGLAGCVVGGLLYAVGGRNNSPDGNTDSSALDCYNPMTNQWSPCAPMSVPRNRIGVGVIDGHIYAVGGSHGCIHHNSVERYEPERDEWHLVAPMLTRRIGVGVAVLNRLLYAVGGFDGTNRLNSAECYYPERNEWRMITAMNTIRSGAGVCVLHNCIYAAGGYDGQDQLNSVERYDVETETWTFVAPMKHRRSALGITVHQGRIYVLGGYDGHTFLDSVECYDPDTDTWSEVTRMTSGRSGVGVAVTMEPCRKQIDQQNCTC
Cardiac RTF inh = cardiac RTF calcium sensitivity inhibitors, primary screen, biochemical, IANBD-TnC fluorescence, EC70 calcium; IANBD-labeled cardiac RTF, Ca2+ fluorescence; Troponin I, cardiac muscle (Homo sapiens) + Troponin T, cardiac muscle (Homo sapiens) + …; AID 493244, 2011; inhibition, % at 7.15 µM; 0.12% of 340,000 active;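 active = inhibition above the mean inhibition of all tested compounds plus 3 SD, cut at about 17% in these data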;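 note: assay run at fixed EC70 calcium of 1.6 mM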
LANA DNA inh = inhibitors of KSHV C-LANA binding to DNA, primary screen, biochemical, fluorescence polarization, FAM-LBS DNA, MBP-C-LANA, single point; Kaposi's sarcoma herpesvirus LANA C-terminal domain (residues 932-1162) DNA binding; inhibition, % at 9 µM; 0.078% of 340,000 active; AID 504423, 2011;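 active = highest replicate inhibition at or above 60% at 9 µM, even if other replicates fall short; inactive = all replicates below 60% inhibition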;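 note: 0% = neutral control wells and 100% = 4 µM acridine orange control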
Arrestin-AP2 inh = inhibitors of beta-arrestin/AP2 binding, primary screen, biochemical, GPCR trafficking, flow cytometry; FITC-arrestin peptide / GST-AP2 beads; AP2 beta2 appendage carries R879A mutation; 0.31% of 340,000 active; inhibition, % at 10 µM; AID 504490, 2011; beta-arrestin 1 C-terminal peptide binding to AP2 beta2-adaptin appendage (human);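 active = inhibition above a set limit, near 3 SD of compounds lacking own fluorescence, cut at about 54% in these data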;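 note: plate controls were DMSO wells for no effect and 5 µM unlabelled arrestin peptide for full effect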
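System: GST-AP2 R879A glutathione beads. Medium: PBS with 0.05% Tween 20 and 0.1% BSA. Also added: FITC-arrestin peptide, 50 nM. Incubation: 12 min plus 1 h, RT. Measured by: high-throughput flow cytometry of beads, ex 488, em 535 nm. Evaluation: percent drop in bead-associated FITC signal.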
CAL PDZ FP-2 = untagged CAL PDZ binding inhibitors, primary screen, biochemical, fluorescence polarization, HTS | Golgi-associated PDZ and coiled-coil motif-containing protein (Homo sapiens), Q9HD26 | purified CAL PDZ, TMR-peptide fluorescence polarization, 1 h | inhibition, % at 24.9 µM | 0.92% of 300,000 active | AID 602252, 2012;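 active = mean inhibition of at least 30% with at least half of replicates also reaching 30%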;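 note: 0% = DMSO neutral control and 100% = excess unlabeled competitor peptide PRC23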
NSD2 HMT inh = NSD2 histone methyltransferase inhibitors, primary screen, biochemical, AlphaScreen, single concentration, set 2; Histone-lysine N-methyltransferase NSD2 (Homo sapiens), O96028; NSD2 peptide methylation, 120 min; inhibition, % at 12.5 µM; 0.54% of 310,000 active; AID 743445, 2014; in the data active = inhibition above about 50%
Starred values were filed as active, the others as inactive; . = not tested or not shown. These rows are one share of the data, so the mix of outcomes need not match the whole.

| nr | SMILES | DSG3 Ab inh | V-ATPase pH | CAL PDZ FP-1 | DAGLB inh | Keap1 Nrf2 FP |
| --- | --- | --- | --- | --- | --- | --- |
| 1 | COCCn1nnnc1CN1CCSCC1 | 97.9 | 0.9 | 0.4 | 0.3 | -2.4 |
| 2 | COc1cc(-n2c(=O)c3ccccc3n(CC(=O)c3ccccc3)c2=O)cc(OC)c1OC | 93.3 | 10.5 | -1.8 | 1.1 | 4.5 |
| 3 | Cc1c(C(=O)N/N=C/c2ccc(-c3ccccc3[N+](=O)[O-])o2)sc(N)c1C#N | 93.8 | 2.4 | 0.1 | 8.9 | -1.7 |
| 4 | Cc1ccc(OC(=O)c2c(C)nn(-c3ccccc3)c2C)cc1 | . | -0.5 | -0.5 | -9.9 | -2.4 |
| 5 | Cc1ccc(NC(=O)COC(=O)C2CC(=O)N(Cc3ccccc3)C2)cc1S(=O)(=O)N(C)C (configuration not stated) | 95.9 | 0.4 | -0.4 | -1.0 | -3.7 |
| 6 | CCCOc1ccc(C2C(C(=O)c3ccc(C)o3)=C(O)C(=O)N2Cc2ccco2)cc1 (configuration not stated) | 102.3 | -0.1 | -2.2 | 15.1 | -1.4 |
| 7 | CN(C(=O)c1cccc(NC(=O)Cc2ccc(NC(=O)C3CCN(C(=O)C4CCCC4)CC3)cc2)c1)C1CCCC1 | 101.1 | 6.3 | -0.2 | -1.7 | 3.3 |
| 8 | CCOc1nc(NC2CCCC2)nc(N2CCC(C)CC2)n1 | 91.5 | 1.8 | . | -9.1 | -0.1 |
| 9 | c1ccc(Nc2c3c(nc4ncnn24)CCC3)cc1 | 99.2 | -2.0 | . | 2.4 | -0.3 |
| 10 | COc1ccccc1CCn1cnc2c3cc(C)ccc3n(C)c2c1=O | . | -0.7 | -1.2 | -6.3 | -1.6 |

| nr | Cardiac RTF inh | LANA DNA inh | Arrestin-AP2 inh | CAL PDZ FP-2 | NSD2 HMT inh |
| --- | --- | --- | --- | --- | --- |
| 1 | -3.8 | -0.8 | -4.6 | . | -2.1 |
| 2 | -4.3 | -0.1 | 14.2 | 0.3 | . |
| 3 | -3.6 | -1.1 | 11.4 | -0.7 | 2.7 |
| 4 | -2.9 | -0.5 | 12.1 | -1.5 | -3.0 |
| 5 | 8.2 | -1.1 | 7.2 | 0.2 | 1.6 |
| 6 | -4.1 | 1.6 | -15.8 | -3.9 | 3.1 |
| 7 | -3.5 | 2.0 | 15.2 | -4.0 | . |
| 8 | -1.5 | -0.1 | -13.1 | -6.5 | -6.1 |
| 9 | -3.4 | 1.6 | -9.0 | -0.7 | -2.1 |
| 10 | 7.4 | 1.2 | 35.0 | -4.8 | -2.7 |

The list continues.
| nr | SMILES | DSG3 Ab inh | V-ATPase pH | CAL PDZ FP-1 | DAGLB inh | Keap1 Nrf2 FP |
| --- | --- | --- | --- | --- | --- | --- |
| 11 | COc1ccccc1NC(=O)c1ccccc1S(=O)(=O)c1ccccc1[N+](=O)[O-] | 95.5 | 10.8* | -2.0 | -2.6 | -7.2 |
| 12 | Cc1cc(=O)n2[nH]c(C)c(-c3ccccc3)c2n1 | 106.7 | 2.0 | . | 0.7 | -2.6 |
| 13 | O=C(Nc1cc(Cl)ccc1F)C1=COCCO1 | 93.8 | -0.1 | -1.0 | -2.0 | 3.1 |
| 14 | CCOC(=O)C1(Cc2cccc(Cl)c2)CCCN(C(=O)c2cc(C)on2)C1 (configuration not stated) | 100.4 | 2.0 | -0.1 | -3.6 | 0.3 |
| 15 | Cn1cc(-c2nnnn2-c2ccc(Cl)cc2)c(C(F)(F)F)n1 | 99.4 | -0.1 | -0.6 | 2.9 | 6.7 |
| 16 | COc1ccc(CNCCCNCc2ccc(OC)c(OC)c2)cc1OC | . | -2.8 | 0.3 | -1.8 | -5.6 |
| 17 | Cc1ccc(NC(=O)CCC(=O)OCC(=O)c2ccc(Oc3ccc([N+](=O)[O-])cc3)cc2)c(C)c1 | 103.3 | -1.5 | -0.7 | 0.1 | -4.0 |
| 18 | CCc1cc2c(SCC(=O)C(C#N)=C3N(C)c4ccccc4N3C)ncnc2s1 | 106.4 | 2.4 | -0.8 | -0.7 | 2.2 |
| 19 | O=C(c1ccc([N+](=O)[O-])cc1)N(C1=NCCCCS1)c1ccccc1 | . | 3.0 | -1.3 | 0.4 | -2.2 |
| 20 | COc1ccc(C2C=C(C)Nc3nc(SC)nn32)cc1 (configuration not stated) | 103.2 | 0.9 | 0.2 | -0.8 | -0.2 |

| nr | Cardiac RTF inh | LANA DNA inh | Arrestin-AP2 inh | CAL PDZ FP-2 | NSD2 HMT inh |
| --- | --- | --- | --- | --- | --- |
| 11 | 2.6 | -1.5 | 1.6 | 14.1 | 2.7 |
| 12 | -2.5 | 0.7 | 5.9 | 12.7 | 5.3 |
| 13 | -2.2 | -1.0 | -3.9 | -11.0 | 2.3 |
| 14 | -6.2 | 1.0 | -3.8 | -1.2 | 0.6 |
| 15 | 0.0 | -0.1 | -6.6 | . | -1.6 |
| 16 | -5.8 | 0.3 | -20.8 | 2.4 | -1.1 |
| 17 | -5.0 | -1.9 | 0.8 | -18.5 | -2.7 |
| 18 | -6.3 | -1.0 | 13.1 | . | 5.4 |
| 19 | 2.2 | -1.2 | -0.2 | -6.5 | -6.3 |
| 20 | -24.0 | 1.1 | 23.6 | -5.1 | -1.4 |

Additional entries.
| nr | SMILES | DSG3 Ab inh | V-ATPase pH | CAL PDZ FP-1 | DAGLB inh | Keap1 Nrf2 FP |
| --- | --- | --- | --- | --- | --- | --- |
| 21 | CCc1c(C)c(C#N)c2nc3ccccc3n2c1Nc1c(C)n(C)n(-c2ccccc2)c1=O | 97.1 | 2.0 | -1.7 | 1.9 | -1.2 |
| 22 | O=C(Nc1ccc(S(=O)(=O)N2CCCCC2)cc1)C1CC(=O)N(c2ccccc2)C1 (configuration not stated) | 108.3 | -3.1 | -3.5 | -1.9 | 4.2 |
| 23 | Cc1nn(-c2ccc([N+](=O)[O-])cc2)c(N)c1-c1ccccc1 | 106.6 | 0.3 | -1.2 | 2.4 | 0.0 |
| 24 | COc1ccc(C(=O)COC(=O)C(CCSC)NS(=O)(=O)c2ccc(Cl)cc2)cc1 (configuration not stated) | 96.8 | 0.2 | -0.3 | -13.1 | 4.2 |
| 25 | O=C(Nc1ccc(NC(=O)C2CC2)cn1)c1ccccc1 | 97.9 | 7.3 | -1.3 | 0.3 | -1.4 |
| 26 | O=C(Nc1ncccn1)c1cccc(Cl)c1 | 99.2 | 0.2 | . | . | . |
| 27 | CCOC(=O)C(=CNc1cccc(C)c1C)C(=O)OCC | 120.2 | 6.1 | -1.3 | -8.4 | 1.4 |

| nr | Cardiac RTF inh | LANA DNA inh | Arrestin-AP2 inh | CAL PDZ FP-2 | NSD2 HMT inh |
| --- | --- | --- | --- | --- | --- |
| 21 | -7.4 | 0.3 | 4.7 | -2.3 | -0.9 |
| 22 | -16.1 | -0.3 | -2.3 | 0.3 | -3.2 |
| 23 | -1.7 | -1.0 | 11.3 | 0.7 | 1.3 |
| 24 | -2.0 | -0.2 | 33.0 | 0.3 | 1.1 |
| 25 | 5.2 | -0.1 | 6.8 | -9.2 | -1.9 |
| 26 | . | . | 16.4 | . | -1.2 |
| 27 | 0.5 | 0.7 | -4.3 | -3.2 | -1.1 |

Three entries from above, reformatted.
nr	molecule	DSG3 Ab inh	V-ATPase pH	CAL PDZ FP-1	DAGLB inh	Keap1 Nrf2 FP	Cardiac RTF inh	LANA DNA inh	Arrestin-AP2 inh	CAL PDZ FP-2	NSD2 HMT inh
6	CCCOc1ccc(C2C(C(=O)c3ccc(C)o3)=C(O)C(=O)N2Cc2ccco2)cc1 (configuration not stated)	102.3	-0.1	-2.2	15.1	-1.4	-4.1	1.6	-15.8	-3.9	3.1
7	CN(C(=O)c1cccc(NC(=O)Cc2ccc(NC(=O)C3CCN(C(=O)C4CCCC4)CC3)cc2)c1)C1CCCC1	101.1	6.3	-0.2	-1.7	3.3	-3.5	2.0	15.2	-4.0	.
8	CCOc1nc(NC2CCCC2)nc(N2CCC(C)CC2)n1	91.5	1.8	.	-9.1	-0.1	-1.5	-0.1	-13.1	-6.5	-6.1

An excerpt from above in order of their number in CAL PDZ FP-1, low to high:
| nr | SMILES | DSG3 Ab inh | V-ATPase pH | CAL PDZ FP-1 | DAGLB inh | Keap1 Nrf2 FP |
| --- | --- | --- | --- | --- | --- | --- |
| 11 | COc1ccccc1NC(=O)c1ccccc1S(=O)(=O)c1ccccc1[N+](=O)[O-] | 95.5 | 10.8* | -2.0 | -2.6 | -7.2 |
| 13 | O=C(Nc1cc(Cl)ccc1F)C1=COCCO1 | 93.8 | -0.1 | -1.0 | -2.0 | 3.1 |
| 5 | Cc1ccc(NC(=O)COC(=O)C2CC(=O)N(Cc3ccccc3)C2)cc1S(=O)(=O)N(C)C (configuration not stated) | 95.9 | 0.4 | -0.4 | -1.0 | -3.7 |
| 7 | CN(C(=O)c1cccc(NC(=O)Cc2ccc(NC(=O)C3CCN(C(=O)C4CCCC4)CC3)cc2)c1)C1CCCC1 | 101.1 | 6.3 | -0.2 | -1.7 | 3.3 |

| nr | Cardiac RTF inh | LANA DNA inh | Arrestin-AP2 inh | CAL PDZ FP-2 | NSD2 HMT inh |
| --- | --- | --- | --- | --- | --- |
| 11 | 2.6 | -1.5 | 1.6 | 14.1 | 2.7 |
| 13 | -2.2 | -1.0 | -3.9 | -11.0 | 2.3 |
| 5 | 8.2 | -1.1 | 7.2 | 0.2 | 1.6 |
| 7 | -3.5 | 2.0 | 15.2 | -4.0 | . |
